Compound activity as filed in PubChem BioAssay.
DAX1 inh-1 = inhibits human nuclear receptor DAX1; AID 504766; 0.99% of 340,000 active; inhibition, % at 6.75 µM; HEK293 Gal4-DAX1 luciferase reporter, luminescence; P51843;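 active = inhibition above the mean over all tested compounds plus 3 SD, cut at about 4.2% in these data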;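 note: 0% = DAX1-transfected cells with DMSO and 100% = empty-vector control cells with DMSO; inhibition shows as a rise in luminescence from relieved DAX1 repression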
Target sequence (P51843 207-470 limits assumed): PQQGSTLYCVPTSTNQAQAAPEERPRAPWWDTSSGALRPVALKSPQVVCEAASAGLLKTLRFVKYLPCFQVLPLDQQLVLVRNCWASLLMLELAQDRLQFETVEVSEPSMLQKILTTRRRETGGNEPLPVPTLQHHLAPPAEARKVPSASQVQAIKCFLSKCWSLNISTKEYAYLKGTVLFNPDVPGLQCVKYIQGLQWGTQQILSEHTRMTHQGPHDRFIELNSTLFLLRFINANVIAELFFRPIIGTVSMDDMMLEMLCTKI
SMARCA2 act = activators of SMARCA2 function | MG213 cells, MMTV-luciferase reporter, dexamethasone, overnight | activation, % at 9.1 µM | 1% of 370,000 active | AID 652017; in the data active = activation above about 7.8%;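 note: 0% = vehicle wells and 100% = reference activator wells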
ssDAF-12 act = activates DAF-12 receptor from parasite S. stercoralis | 1% of 370,000 active | AID 652126 | activation, % at 6.8 µM | HEK293 ssDAF-12/GRIP1 lit1-tk-luc reporter, luminescence; % of 3 µM dafachronic acid response;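 active = activation above the mean over all tested compounds plus 3 SD, cut at about 0.9% in these data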;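 note: 0% = DMSO-only wells and 100% = 3 µM delta7-dafachronic acid wells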
NR1D1 modulator = modulates human Rev-erb alpha binding to DNA; 0.79% of 370,000 active; Rev-erbα–FITC-DNA binding, fluorescence polarization, 90 min; activity, % at 10 µM; P20393;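 active = activity above about 14%, limit read from the data; passing the limit was not always enough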;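 note: 0% = DMSO wells with 35 nM protein and 100% = DMSO wells with 750 nM protein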
PLC-gamma1 inh = PLC-gamma1 (human) inhibition, primary screen. 0.84% of 370,000 active. inhibition, % at 12.2 µM. purified PLC-gamma1, fluorogenic substrate, fluorescence. P19174. AID 720700; in the data active = inhibition above about 9.5%
DAX1 inh-2 = inhibitors of DAX1 repression of SF-1 activated StAR promoter; AID 652010; inhibition, % at 6.8 µM; 1.1% of 370,000 active; HEK293T StAR-luciferase reporter, SF-1/DAX-1 repression relief;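 active = inhibition above the mean over all tested compounds plus 3 SD, cut at about 3.6% in these data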;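 note: 0% = DAX-1 cells with DMSO and 100% = cells lacking DAX-1 with DMSO; higher inhibition means more luminescence from relief of DAX-1 repression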
ADAM17 inh = inhibitors of human ADAM17 | P78536 | recombinant ADAM17, EDANS/DABCYL FRET peptide cleavage | inhibition, % at 6.95 µM | 0.83% of 370,000 active | AID 720648;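 active = inhibition above the mean of compounds lying between control limits plus 3 SD, set per campaign, cut at about 8.5% in these data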;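 note: 0% = DMSO-only wells as the low control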
hcDAF12 agonist = activators of H. contortus DAF-12 nuclear receptor; HEK293 hcDAF-12 lit1-tk-luc reporter, luminescence; 0% DMSO, 100% Δ7-dafachronic acid; activation, % at 6.8 µM; 1.4% of 370,000 active;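 active = activation above the mean of all tested compounds plus 3 SD, cut at about 5.5% in these data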;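 note: 100% = response to 3 µM Δ7-dafachronic acid high control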
MBD2 inh = blocks human MBD2 binding to methylated DNA. Q9UBB5. TR-FRET, MBD2 binding to methylated oligonucleotide. inhibition, % at 4.4 µM. 0.31% of 370,000 active. AID 686964; in the data active = inhibition above about 13%
Target sequence (Q9UBB5 whole entry, looked up): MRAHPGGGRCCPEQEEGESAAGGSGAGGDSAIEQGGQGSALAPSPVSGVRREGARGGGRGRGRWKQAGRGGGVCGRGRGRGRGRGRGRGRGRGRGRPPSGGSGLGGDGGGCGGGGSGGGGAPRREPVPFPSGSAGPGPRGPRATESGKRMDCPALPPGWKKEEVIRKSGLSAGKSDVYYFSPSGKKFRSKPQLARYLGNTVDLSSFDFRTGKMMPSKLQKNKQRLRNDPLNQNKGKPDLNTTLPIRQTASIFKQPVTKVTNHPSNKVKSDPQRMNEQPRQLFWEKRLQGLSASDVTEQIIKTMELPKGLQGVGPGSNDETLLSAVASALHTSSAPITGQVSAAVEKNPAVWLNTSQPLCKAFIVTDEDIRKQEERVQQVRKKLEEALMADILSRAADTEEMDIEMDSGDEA
hgDAF-12 ag = activates the H. glycines DAF-12 receptor ligand-binding domain. HEK293 GAL4-hgDAF12 UAS-luciferase reporter, agonist luminescence; normalized to butyrate control. activation, % at 6.8 µM. 1.8% of 370,000 active. AID 687014;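 active = activation above a cutoff set at the mean of all screened compounds plus 3 SD, cut at about 10% in these data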;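 note: 0% = DMSO wells and 100% = sodium butyrate wells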
PLC-beta3 inh = PLC-beta3 (human) inhibition, primary screen | Q01970 | Purified PLC-beta3, fluorogenic substrate, fluorescence | inhibition, % at 12.2 µM | 0.18% of 370,000 active; in the data active = inhibition above about 11%;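 note: 0% = median of compound wells on plate and 100% = full blocker control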
An asterisk follows results filed as active; nt = no result given.

SMILES	DAX1 inh-1	SMARCA2 act	ssDAF-12 act	NR1D1 modulator	PLC-gamma1 inh	DAX1 inh-2	ADAM17 inh	hcDAF12 agonist	MBD2 inh	hgDAF-12 ag	PLC-beta3 inh
O=C(CN1C(=O)NC(Cc2c[nH]c3ccccc23)C1=O)NC1CC1 (stereo not drawn)	0.7	2	-1.8	7	5	-0.2	0	-2.6	-1	-0.7	-8
COc1cc(CNCCC2CCOC(C)(C)C2)ccc1O (stereo not drawn)	0.6	2	-1.8	7	5	0.8	-1	-1.0	-1	-2.3	6
Cc1cccc(/C(N)=N/OC(=O)c2ccc3c(c2)OCO3)c1	1.1	3	0.5	-4	1	5.4*	-1	8.6*	-1	15*	2
COc1ccc(Cl)cc1C=CC=NNS(=O)(=O)c1ccc(C)cc1	-1.3	-4	-0.4	0	-10	0.1	-2	-0.5	-6	-0.4	-11
CC(=O)N1c2ccc(S(=O)(=O)NCCC(=O)NC3CCC(C)CC3)cc2CC1C (stereo not drawn)	0.4	-1	-0.7	1	-1	-0.3	-1	-1.8	0	-2.0	-9
CCOCCCNC(=O)CN1CCN(S(=O)(=O)c2ccc3c(c2)CCC3)CC1	-0.9	-1	-1.3	0	9.6*	-0.4	-2	0.8	1	-0.1	-10
CCCNC(=O)C1CCN(S(=O)(=O)c2c(C)noc2/C=C\c2ccc(OC)cc2)CC1	0.1	-1	-1.3	10	1	0.1	-162	-0.9	7	-2.1	0
CCN(CC(=O)Nc1ccccc1C(F)(F)F)C(=O)c1cccc(N2C(=O)CCC2=O)c1	-0.6	0	-0.6	-3	2	1.6	-4	1.8	1	-0.6	-1
COc1ccc2nc(NC(=O)CC3Oc4ccccc4NC3=O)sc2c1 (stereo not drawn)	-0.5	0	-0.8	5	1	0.1	-2	1.2	3	-0.2	-4
O=C(O)CSc1nnc(CNc2ccc(F)cc2)n1-c1ccccc1	-1.7	-1	-0.8	-2	6	0.7	-2	-0.4	-1	-1.2	-6
c1ccc(CN2OCC3Cn4c(nc5ccccc54)C32)cc1 (stereo not drawn)	1.6	0	-1.2	1	-3	-0.2	0	0.1	0	0.3	-2
O=C1CCC(C(=O)Nc2ccccc2N2CCCC2)=NN1	2.2	-1	-0.3	-6	-2	0.1	-4	0.8	1	1.8	-3
CCn1ncc(/C=N\NC(=O)COc2cc(C)cc(C)c2)c1C	0.9	-1	-1.4	-2	-4	0.0	0	-2.8	-1	-0.4	-2
O=S(=O)(N/N=C\c1c(F)cccc1Cl)c1ccc(Cl)cc1	0.1	0	-1.1	2	2	1.5	1	0.3	0	-0.3	2
COc1ccc(CN2CC(C(=O)NCCc3ccc(C)cc3)CC2=O)cc1 (stereo not drawn)	0.0	-2	-1.0	-2	1	-1.1	0	-0.5	-3	0.4	0
CCN(CC)c1ncnc2c1[nH]c1ccccc12	-1.9	-1	-0.7	-2	-41	-1.5	-4	-0.9	-2	-1.2	-46
COc1ccc(/C=C/C(=O)NCc2c(C)nn(C)c2C)cc1COc1ccc(Br)cc1	0.0	-5	-1.7	2	1	-1.8	3	-3.8	-2	-4.4	2
CC(=O)NC(CCS(C)(=O)=O)C(=O)Nc1nc(C)cs1 (stereo not drawn)	1.7	-3	-1.8	-1	2	0.1	-3	0.3	4	-2.2	0
O=C(O)c1ccccc1C(=O)c1ccc(Br)s1	0.7	-1	-1.3	1	-7	0.5	-3	-0.4	2	-0.3	-8
O=C(Nc1ccc(N2C(=O)C3C4C=CC(C4)C3C2=O)cc1)Nc1cccnc1 (stereo not drawn)	-0.3	2	-1.2	-4	2	-0.6	0	-0.3	-4	-1.7	-1
O=C(CSc1n[nH]c(=O)n1C1CC1)c1ccc(F)cc1	nt	-3	-1.0	3	1	0.0	2	3.0	-2	-1.7	-6
CCCCn1c(N)c(N(CCOC)C(=O)c2cc(S(=O)(=O)N3CCCCC3)ccc2C)c(=O)[nH]c1=O	-1.4	-1	-0.8	-5	-5	-0.3	-2	-1.2	0	1.4	-9
CCOc1cc(CNCc2cccs2)ccc1OCC(=O)NC(C)(C)C	-2.1	-1	-1.2	0	2	-0.8	3	-3.8	0	0.8	3
COc1ccc(CNC(=O)Cc2ccc(-c3ccccc3)cc2)cc1OC	-1.0	-1	-1.2	1	-2	-0.1	0	-1.5	5	0.5	-8
O=C(COC(=O)c1ccc(F)cc1)Nc1cc(S(=O)(=O)N2CCOCC2)ccc1N1CCCC1	-1.0	1	-1.0	7	-1	-0.3	1	0.5	1	-1.3	0
CC1=C(C(=O)N(C)C)CC(CC(=O)NCc2cccc3ccccc23)C(=O)N1Cc1ccccc1 (stereo not drawn)	-0.9	-4	-0.6	-5	-1	-0.9	-5	-2.4	4	-0.6	-2
CC1(CCc2ccccc2)NC(=S)N(c2ccc(Cl)cc2)N1 (stereo not drawn)	0.5	-2	-0.5	2	-4	-0.2	-1	2.8	2	2.2	0
O=C(O)c1ccccc1COc1ccccc1Cl	-0.5	2	-1.7	3	2	0.9	-1	1.1	0	-1.4	-2
CCC1SC2=NC(C)=C(C(=O)OC)C(c3ccc(C(=O)OC)cc3)N2C1=O (stereo not drawn)	-1.1	-6	-0.7	7	-1	-0.7	0	-0.6	0	0.7	2
COc1ccc(Br)cc1/C=C/C(=O)OCC(=O)NCCc1ccc(S(N)(=O)=O)cc1	1.8	-4	-0.9	0	-29	-1.3	-27	0.9	5	1.9	-42
COc1cc(C2NC(=O)CCC2[N+](=O)[O-])cc(Br)c1OC (stereo not drawn)	0.8	-4	-1.8	-1	-4	-0.1	-1	-1.0	-1	0.3	-6
COC(=O)C[C@H]1CC[C@@H](NS(=O)(=O)c2ccccc2)[C@@H](CO)O1	nt	-2	-1.3	5	0	-0.7	-6	0.1	-1	-1.6	-1
CCOC(=O)c1c(NC(=O)c2cccs2)sc2c1CCN(C(=O)OCC)C2	-1.0	1	-1.3	-3	-42	-0.4	1	-2.0	7	-1.5	-55
COc1ccc(CNCC(O)COc2ccc(C)cc2[N+](=O)[O-])cc1 (stereo not drawn)	3.1	1	-1.0	4	-1	0.5	0	1.3	1	1.9	-10
Cc1cccc(-n2c(-c3csc(C(C)C)c3)n[nH]c2=S)c1	0.5	-3	-1.6	-3	-3	-0.3	3	-0.9	-4	-0.2	0
COc1ccc2c(CC(=O)NC3CCCc4ccccc43)coc2c1 (stereo not drawn)	-0.1	2	-1.1	1	-17	0.5	-3	-0.3	1	0.4	-16
CCCn1c(SCC(=O)NCc2ccc(Cl)cc2)n[nH]c1=O	0.3	-3	-1.4	-5	0	-0.3	-3	-2.5	6	-1.3	-6
CC(=O)NCCCc1nc2ccccc2n1Cc1ccccc1C	0.5	-5	-1.6	-3	3	-0.3	0	-0.4	3	-1.9	6
CC(=O)Nc1ccc(Oc2ccccc2)cc1	0.8	-1	-0.9	-2	0	0.5	-4	1.6	-4	5.1	-1
COc1ccc(C(=O)COC(=O)[C@@H](NS(=O)(=O)c2ccccc2)C(C)C)cc1	-0.9	0	-1.2	3	1	-0.7	-2	-0.4	4	-1.9	3
CCn1c2c(c(=N)c3c1CCC3)CCCC2	nt	-4	-2.2	-5	-1	-0.6	-3	-2.4	2	1.0	-5
O=C(CCN1C(=O)C2C3C=CC(C4CC34)C2C1=O)Oc1ccccc1 (stereo not drawn)	-1.2	-2	-2.0	-3	1	-0.2	-1	-1.4	2	-0.7	-2
O=C(Nc1oc2ccccc2c(=O)c1-c1ccc(Br)cc1)c1ccco1	-0.2	-3	-0.8	-4	-16	-0.3	-3	-1.5	3	0.3	-38
COc1cc(CC(NC(C)=O)C(=O)NC2CCN(c3c(Cc4ccccc4)c(C)nc4ncnn34)CC2)cc(OC)c1 (stereo not drawn)	-0.2	-3	-0.2	-2	0	-0.1	-5	2.6	-1	-1.4	-5
C[C@H](CO)N1C[C@H](C)[C@H](CN(C)S(=O)(=O)c2cccc(F)c2)Oc2ncc(-c3cccc(C(=O)N(C)C)c3)cc2C1=O	-0.5	-6	-1.4	-3	2	0.6	5	1.2	-3	0.8	8
CC(=O)c1ccc(OC(=O)c2nc(-c3ccccc3)oc2C)cc1	-1.8	0	-0.8	3	-6	-0.2	-4	-0.4	-7	0.1	-3
Cc1nc2c(cc1NC(=O)c1ccccc1)nc(C)n2Cc1ccccc1	-0.9	-1	-0.7	2	-1	-0.1	-1	-0.8	-4	-3.3	-9
O=C(NC1CCCCC1)C(c1cccs1)N(C(=O)Cc1c[nH]c2ccccc12)c1ccc(F)cc1 (stereo not drawn)	0.6	1	-0.8	4	7	-0.1	3	-0.9	0	-0.5	2
c1ccc(Oc2nc(-c3cccnc3)nc3ccccc23)cc1	1.3	-4	0.1	5	1	-0.9	1	2.8	0	2.4	-5
O=C(CSc1nnc(-c2ccncc2)o1)NCc1ccccc1Cl	-0.1	2	-0.3	0	3	-1.0	2	2.4	-1	-0.9	3
CCOC(=O)[C@@H]1[C@H]2COc3cc(OC)ccc3[C@@H]2N2C(=O)N(c3ccccc3)C(=O)[C@@]12C	0.0	1	-1.2	2	1	1.8	-1	-0.5	1	0.9	1
COc1cc(C)nc(-c2csc(C)n2)n1	3.8	-1	-1.3	0	1	0.2	-1	2.1	-3	-0.7	-5
Nc1ccccc1OCP(=O)(c1ccccc1)c1ccccc1	2.0	-5	-0.7	6	2	-0.2	-1	-1.8	5	-1.1	-1
CC(=O)Nc1ccc(S(=O)(=O)N2C3CCCC2CC(NC(=O)C2CCCCC2)C3)cc1 (stereo not drawn)	-1.0	-4	-1.1	0	4	0.9	-2	-0.1	1	-0.5	2
Nc1c(Br)cc(Br)c(N2CCCC2=O)c1Br	-0.1	2	-1.3	-2	0	0.5	-5	-0.8	1	0.5	-1
CC(=O)Nc1ccc(NC(C)=O)c(NC2OCC(O)C(O)C2O)c1 (stereo not drawn)	1.8	-1	-1.7	-7	-4	0.3	-7	-1.8	2	1.2	-11
COc1ccccc1CNC(=O)C1CCCN(S(C)(=O)=O)C1 (stereo not drawn)	-0.9	-2	-1.1	-2	0	1.2	-1	-2.5	2	-2.5	-1
O=C(COC(=O)c1ccccn1)NCc1ccccc1Cl	0.6	-5	-1.4	5	0	-0.2	-4	-0.6	5	-0.1	0
CCCS(=O)(=O)c1c(S(=O)(=O)CCC)c2c(N)cccn2c1C(=O)c1ccc(F)cc1	-0.8	-2	-1.3	5	-45	-0.1	1	-2.8	0	-1.9	-61
Cc1noc(C)c1S(=O)(=O)N1CCC(C(=O)N2CCN(C(=O)c3ccco3)CC2)CC1	0.3	0	-1.2	5	2	1.6	-1	-0.2	-5	-0.6	4

2 neighbouring records already listed:
SMILES	DAX1 inh-1	SMARCA2 act	ssDAF-12 act	NR1D1 modulator	PLC-gamma1 inh	DAX1 inh-2	ADAM17 inh	hcDAF12 agonist	MBD2 inh	hgDAF-12 ag	PLC-beta3 inh
CCCS(=O)(=O)c1c(S(=O)(=O)CCC)c2c(N)cccn2c1C(=O)c1ccc(F)cc1	-0.8	-2	-1.3	5	-45	-0.1	1	-2.8	0	-1.9	-61
Cc1noc(C)c1S(=O)(=O)N1CCC(C(=O)N2CCN(C(=O)c3ccco3)CC2)CC1	0.3	0	-1.2	5	2	1.6	-1	-0.2	-5	-0.6	4
